Screening results: PubChem BioAssay, National Center for Advancing Translational Sciences (NCATS)
FEN1 inh = inhibitors of human flap endonuclease 1. P39748. Recombinant FEN1 flap cleavage, fluorescence, 15 min. Potency, µM (top dose mostly 114 µM), for inactives: at the top dose activity change, negative = inhibition, hits mostly inhibitors. actives 0.35% (n = 390,000); further: nearly all actives have a fitted effect of over 65% in size
Target sequence (P39748 whole entry, looked up): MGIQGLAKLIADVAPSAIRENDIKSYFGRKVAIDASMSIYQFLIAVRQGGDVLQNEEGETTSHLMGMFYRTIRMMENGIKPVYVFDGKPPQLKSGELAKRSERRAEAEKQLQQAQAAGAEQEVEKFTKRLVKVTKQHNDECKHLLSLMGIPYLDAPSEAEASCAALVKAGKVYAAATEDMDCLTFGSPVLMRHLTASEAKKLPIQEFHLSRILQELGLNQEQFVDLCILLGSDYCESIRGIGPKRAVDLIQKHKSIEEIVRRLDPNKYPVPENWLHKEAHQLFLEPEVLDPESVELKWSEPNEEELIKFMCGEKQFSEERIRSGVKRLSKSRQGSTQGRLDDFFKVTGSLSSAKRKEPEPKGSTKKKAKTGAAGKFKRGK
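Recombinant FEN1 (10 nM) was preincubated with pin-transferred compounds for 15 min at room temperature, then flap DNA substrate (50 nM final) was added. Plates were read at 0 and 15 min, and normalized concentration–response data were fitted to a four-parameter Hill equation.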
TDP1 block = TDP1 (human) enzyme inhibition | Potency, µM (highest dose often 130 µM), inactives show top-dose activity change, negative = inhibition, most hits filed as inhibitors | AID 485290 | Q9NUW8 | recombinant TDP1, AlphaScreen DNA substrate cleavage | actives 0.28% (n = 350,000); further: nearly all actives have a fitted effect of over 40% in size
Target sequence (Q9NUW8 whole entry, looked up): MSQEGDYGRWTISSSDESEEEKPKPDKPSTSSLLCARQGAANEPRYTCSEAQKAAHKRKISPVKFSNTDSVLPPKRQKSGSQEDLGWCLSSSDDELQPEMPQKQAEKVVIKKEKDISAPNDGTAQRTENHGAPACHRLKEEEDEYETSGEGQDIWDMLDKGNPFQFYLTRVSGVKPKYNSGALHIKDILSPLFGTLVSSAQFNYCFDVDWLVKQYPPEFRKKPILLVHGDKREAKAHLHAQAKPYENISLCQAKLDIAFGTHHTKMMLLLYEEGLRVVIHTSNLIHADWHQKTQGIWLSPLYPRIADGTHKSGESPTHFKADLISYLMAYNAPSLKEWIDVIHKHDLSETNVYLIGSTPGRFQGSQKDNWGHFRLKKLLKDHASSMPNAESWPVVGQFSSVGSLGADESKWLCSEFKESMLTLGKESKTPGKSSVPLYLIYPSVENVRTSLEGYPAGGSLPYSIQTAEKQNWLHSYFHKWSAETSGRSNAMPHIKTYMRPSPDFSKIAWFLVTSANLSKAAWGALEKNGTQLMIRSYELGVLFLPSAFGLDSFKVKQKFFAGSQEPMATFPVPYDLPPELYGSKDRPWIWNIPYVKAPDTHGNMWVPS
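Tdp1 1 nM final; 15 min RT w/ cpd; substrate 15 nM, 5 min; beads 10 ug/ml, 10 min; AlphaScreen read. Neg ctrl: no enzyme.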
N370S GC = N370S glucocerebrosidase modulation, Gaucher chaperone candidate; N370S GC spleen homogenate, 4MU-glucoside fluorescence; Potency, µM (titrated, usually from 59.4 µM), without a hit: at the top dose activity change, negative = inhibition, hits mostly inhibitors; actives 0.092% (n = 330,000); AID 2101;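 further: 0% = full enzyme activity and -100% = no enzyme basal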
* = called active by the depositor; ? = inconclusive; . = not tested or not shown; & = joins results of further samples; [ ] = dose if it differs, or a comment. The call rests on the fitted dose curve; in most records, active means well fitted curve in the direction sought with a large enough effect; inconclusive means small, poorly fitted or top-dose-only effect, or another doubt; inactive means no such curve, though single readings can be large; an effect the other way counts as inactive or inconclusive. Unless noted, on the % scale 0 is the no-effect control and ±100 the full control effect; potency means the concentration at half of the fitted maximal effect.

SMILES | FEN1 inh | TDP1 block | N370S GC
COc1cc(NS(=O)(=O)c2ccc(NC(=S)NC(=O)c3ccc(Br)cc3)cc2)ncn1 | 1% | 6% | -16%
COc1ccc(C(=O)NCCC2=CCCCC2)cc1S(=O)(=O)N1CCOCC1 | -3% | . | -6%
COc1ccc(C(=O)Nc2nc3nc(C)c(Cl)c(=O)n3[nH]2)cc1 | 4% | 0% | .
Cc1nnc(SC(=O)N2c3ccccc3Sc3ccccc32)s1 | -22% | 1% | 6%
CCCCCCCN1C(Nc2ccccc2)=NC[C@@H]1Cc1ccccc1 | -11% | . | -28%
Cc1ccc(S(=O)(=O)NCC2NCCc3ccccc32)cc1 (stereo not given) | 3% | 6% | 7%
N#Cc1ncc(-c2ccc3c(c2)OCCOCCOCCOCCOCCO3)nc1C#N | 4% | 5% | -15%
CCCC(C(=O)NCCC(C)C)N(Cc1ccccc1Cl)C(=O)c1snc(C(N)=O)c1N (stereo not given) | -29% | -1% | 7%
N=c1c2c3c(sc2ncn1Cc1ccccc1)CCCC3 | 4% | 1% | -29%
COc1cc(OC)c(NC(=O)c2cc(CN3CCOCC3)on2)cc1Cl | -1% | 6% | .
O=C(c1cn(Cc2ccccc2)nc1-c1ccccc1)N1CCN(c2ccccn2)CC1 | -10% | 1%[56.1 µM] | .
COc1nc(NCCc2ccc(OC)c(OC)c2)nc(Nc2ccccc2)n1 | -12% | . | -18%
Cc1ccc(C(=O)Nc2nn(C)c3cccc(F)c23)cc1 | 7% | 2% | 24%
CC(NC(=O)COc1ccccc1F)C1CC2CCC1C2 (stereo not given) | -13% | 5% | ?
Cc1ccccc1N(C)C(=O)C1CCCN(c2ncnc3c2nc2n3CCCCC2)C1 (stereo not given) | -7% | 7% | -4%
CCOC(=O)c1cc(-c2ccccc2)n(-c2cccc(C(=O)Nc3cccc(SC)c3)c2)c1C | -24% | 5% | .
C#CCNC(=O)C1=C[C@H](c2ccc(C(F)(F)F)cc2)[C@@H](CCCO)[C@H](OCC)O1 | 16% | 4% | -1%
COc1ccc(-c2coc3ccc(OC4OC(COC(C)=O)C(OC(C)=O)C(OC(C)=O)C4OC(C)=O)c(OC(C)=O)c3c2=O)cc1 (stereo not given) | . | 13%[56.1 µM] | -9%
Cc1cccc(N2CCN(C(=O)CS(=O)(=O)c3cccc4nsnc34)CC2C)c1 (stereo not given) | -7% | 10% | .
CC1CN(C(=O)CCn2c(=O)oc3ccccc32)CC(C)O1 (stereo not given) | -9% | -8% | 28%
C=C(C)C1CC=C(CO)CC1 (stereo not given) | . | 13%[56.1 µM] | -7%
CCOc1ccc(CCNC(=O)C2CCCN(S(=O)(=O)N3CC(C)CC(C)C3)C2)cc1OCC (stereo not given) | 21% | 2% | 4%
Cc1ccc(OCCOc2cccc3ccc(C)nc23)c([N+](=O)[O-])c1 | -6% | 3% | 16%
c1ccc(CNc2nc(-c3cccs3)nc3ccccc23)cc1 | -17% | -3%&1% | 0.5µM*
CCC(=O)Nc1cc2c3c(c1)CCN3C(=O)CC2 | -17% | 3% | -5%
Going on with the list:
SMILES | FEN1 inh | TDP1 block | N370S GC
COc1ccc(C2C(C#N)=C(N)Oc3n[nH]c(C)c32)cc1CSc1ccccn1 (stereo not given) | 3% | 5% | -6%
Cc1ccn2c(=O)c(C(=O)NCCN3CCOCC3)c(O)nc2c1 | -5% | 3% | -1%
CCN1CCc2c(OCC(=O)Nc3cccc(C)c3C)cccc2C1=O | . | -3% | 18%
CCCn1c(SCC(=O)NC2CCCCC2C)n[nH]c1=O (stereo not given) | 11% | 8% | 12%
COc1cc(C(=O)Nc2cnc(NC(=O)C(C)C)cc2C)cc(OC)c1OC | -13% | 2% | 6%
O=C(CSc1nc2ccccc2c(=O)[nH]1)Nc1ccc([N+](=O)[O-])cc1 | 8% | 0% | .
Cc1ccc(-c2cc(C(=O)N/N=C/c3c(C)nn(C)c3C)c3ccccc3n2)cc1C | -13% | -1% | 16%
CC(C)(CNC(=O)c1cc([N+](=O)[O-])ccc1N1CCC(Cc2ccccc2)CC1)N1CCOCC1 | 6% | 5% | .
O=C(Nc1ccccc1)Nc1ccc(NC(=O)c2ccccc2O)cc1 | -19% | . | -15%
Cc1cccc(N2CCN(S(C)(=O)=O)CC2)c1C | 1% | -1% | 0%
CCC1CCCCN1S(=O)(=O)c1ccc(C(=O)Nc2nnc(C3CC3)o2)cc1 (stereo not given) | 10% | 3% | 2%
Cc1ccccc1S(=O)(=O)Oc1cccc2c(O)cccc12 | -21% | 3% | 6%
Cc1ccc(-n2nnnc2SCC(=O)NC2CCCc3ccccc32)cc1 (stereo not given) | ? | -1% | 11%
CCCOc1ccccc1C(=O)N1CCNC(=O)C1CC(=O)OC(C)C (stereo not given) | 10% | 2% | -3%
O=C(CSc1nnc2scc(-c3ccccc3)n12)Nc1nsc(-c2ccccc2)n1 | ? | 5% | 2%
CN(C)c1cccc(C(=O)Nc2ccc(S(=O)(=O)Nc3nccs3)cc2)c1 | 6% | 7% | .
COc1ccc(-c2noc(CSc3nc(C)cc(=O)[nH]3)n2)cc1OC | -4% | 8% | .
Cc1ccc(N(Cc2ccc(C(=O)Nc3c(C)n(C)n(-c4ccccc4)c3=O)cc2)S(C)(=O)=O)cc1C | 5% | 3% | -2%
Cc1cc(NC(=O)c2ccccc2)c(Cl)cc1N | -3% | . | 0%
C=CC[C@@H](CC(=O)OC(C)(C)C)C(=O)OC[C@@H]1CCCN1C(=O)[C@H](CC=C)CC(=O)NCCO | 14% | 1% | .
Fc1ccc(/C=N/n2cnn(Cc3ccccc3Cl)c2=S)cc1 | -26% | -3% | 3%
CC(C)[C@H](NC(=O)OCc1ccccc1)C(=O)OCC(=O)NC1CCCCC1 | 2% | 1% | 15%
Cc1nc(CSc2ccc(Cl)cc2)cs1 | -9% | . | 6%
C=Cc1ccc(Cn2c(C(=O)O)c(CNCCc3ccccc3)c3ccc(C)cc32)cc1 | -14% | 3% | .
COc1cc2nc(CN3CCN(S(=O)(=O)c4ccccc4C(F)(F)F)CC3)[nH]c(=O)c2cc1OC | -27% | -1% | .

Ordered by SMILES length (low to high): some entries from above
SMILES | FEN1 inh | TDP1 block | N370S GC
Cc1nc(CSc2ccc(Cl)cc2)cs1 | -9% | . | 6%
CCCn1c(SCC(=O)NC2CCCCC2C)n[nH]c1=O (stereo not given) | 11% | 8% | 12%
Cc1ccccc1S(=O)(=O)Oc1cccc2c(O)cccc12 | -21% | 3% | 6%
Fc1ccc(/C=N/n2cnn(Cc3ccccc3Cl)c2=S)cc1 | -26% | -3% | 3%
Cc1ccn2c(=O)c(C(=O)NCCN3CCOCC3)c(O)nc2c1 | -5% | 3% | -1%
Cc1ccc(-n2nnnc2SCC(=O)NC2CCCc3ccccc32)cc1 (stereo not given) | ? | -1% | 11%
COc1cc(C(=O)Nc2cnc(NC(=O)C(C)C)cc2C)cc(OC)c1OC | -13% | 2% | 6%
CN(C)c1cccc(C(=O)Nc2ccc(S(=O)(=O)Nc3nccs3)cc2)c1 | 6% | 7% | .
O=C(CSc1nnc2scc(-c3ccccc3)n12)Nc1nsc(-c2ccccc2)n1 | ? | 5% | 2%
COc1ccc(C2C(C#N)=C(N)Oc3n[nH]c(C)c32)cc1CSc1ccccn1 (stereo not given) | 3% | 5% | -6%
Cc1ccc(-c2cc(C(=O)N/N=C/c3c(C)nn(C)c3C)c3ccccc3n2)cc1C | -13% | -1% | 16%
CC(C)(CNC(=O)c1cc([N+](=O)[O-])ccc1N1CCC(Cc2ccccc2)CC1)N1CCOCC1 | 6% | 5% | .
C=CC[C@@H](CC(=O)OC(C)(C)C)C(=O)OC[C@@H]1CCCN1C(=O)[C@H](CC=C)CC(=O)NCCO | 14% | 1% | .

(list continues)
SMILES | FEN1 inh | TDP1 block | N370S GC
C=CCc1c(OC)ccc2ccc(=O)oc12 | -1% | 1% | 23%
COC(=O)c1ccc(N2CCN(C(C)=O)CC2)c(NC(=O)c2cccnc2)c1 | -4% | 0% | 0%
Clc1ccc(COn2nnc3ccccc32)c(Cl)c1 | -3% | -9% | -13%
COC(=O)c1cc2c(N)c(C(=O)c3ccccc3)sc2nc1C(OC)OC | -6% | -2% | -4%
O=C(CN1CCCC1)Nc1c2c(nc3ccccc13)N(Cc1ccccc1)CC2 | -7% | -7% | 10%
Cn1cccc1-c1nc2ccccc2n1C | 2% | 11% | 7%
COc1ccc(-c2noc3c2-c2nc(-c4ccc(Cl)cc4)sc2CC3)cc1 | 3% | . | -12%
CC(=O)c1ccc(NC(=O)CCn2cccn2)cc1 | 6% | 6% | .
CCS(=O)(=O)N1CCC(NC(=O)C(Cc2cccc(OC)c2OC)NC(C)=O)CC1 (stereo not given) | -2% | . | 1%
CC(=O)NC(=O)COC(=O)/C=C/c1c(C)nn(Cc2c(Cl)cccc2Cl)c1Cl | 33% | 3% | -6%
COC(=O)CC1C(=O)NCCN1C(=O)c1ccccc1 (stereo not given) | 3% | 2% | 6%
COC(=O)c1cc(NC(=O)c2ccc([N+](=O)[O-])cc2)c(=O)oc1C | -12% | -6% | -5%
COC(=O)[C@@]1(Cc2ccc(OC)cc2)[C@H]2c3cc(C(=O)N(C)C)n(Cc4ccccc4)c3C[C@H]2CN1C(=O)c1ccccc1 | . | 19% | -14%
Cc1cc(/C=C(/C#N)C(=O)O)c(C)n1-c1cccc2ccccc12 | 27% | . | 0%
O=C1NC(c2ccccc2Cl)=N/C1=C/c1ccco1 | -4% | -8% | -1%
Cc1cc2nc(-c3ccc(OCc4ccc(F)cc4)cc3)cc(C(F)(F)F)n2n1 | 0% | 3% | .
COc1ccc(CC2S/C(=N/N=C/c3ccccc3O)NC2=O)cc1 (stereo not given) | 4% | 4% | -6%
CCOc1cc(/C=N/NC(=O)c2cc(C)[nH]n2)ccc1OC(=O)c1ccc([N+](=O)[O-])cc1 | . | 6% | -4%
Cn1nnc(NCc2cc(Br)ccc2OCc2ccccc2F)n1 | 2% | -4% | 5%
COC(=O)c1cn(Cc2cc(OC)ccc2OC)cc(F)c1=O | 5% | . | -5%
CC1=CC=CN2C1=NC(=O)CC2(C)C(=O)N(CC(=O)NC1CCCC1)c1ccccc1C (stereo not given) | -14% | 0% | 28%
C=CCOc1ccc(C(=O)O)cc1Cl | 13% | . | -3%
CCN(CC)S(=O)(=O)c1cccc(-c2n[nH]c(=S)n2/N=C/c2ccc(C(=O)OC)cc2)c1 | 0% | 11% | 7%
O=C(NCc1cccc(Cl)c1)c1cccc(S(=O)(=O)N2CCCCC2)c1 | -13% | -3% | .
COC(=O)CSc1nc2c(c(-c3ccco3)c1C#N)CCCC2 | 3% | . | ?
Following part
SMILES | FEN1 inh | TDP1 block | N370S GC
CCOc1ccc(C2NC(=O)Cc3cc(OC)c(OC)cc32)cc1 (stereo not given) | 12% | . | 0%
CN(C)CCCNC(=O)N1c2ccccc2C=Cc2ccccc21 | 2% | . | -1%
CCn1c(Cc2ccccc2)nnc1SCC(=O)Nc1ccc(N)cc1 | 6% | 0% | 25%
CN(CCCCCCCCC(=O)/C=N/O)Cc1ccccc1 | 3% | 2% | 3%
C(=N\c1nc2ccccc2n1CCN1CCOCC1)/c1cccs1 | -14% | 4% | 2%
CC1CCCC(C)N1CCCNC(=O)C1CCCN(c2ncnc3c2nc2n3CCCCC2)C1 (stereo not given) | 14% | 0% | -7%
COc1ccc(C(c2nnnn2C2CCCC2)N2CCN(C(=O)c3ccco3)CC2)cc1OC (stereo not given) | 6% | . | -4%
Cn1c(=O)c2c(nc(CN3CCN(C(=O)c4ccco4)CC3)n2CCc2ccccc2)n(C)c1=O | -2% | -2% | 8%
COc1ccccc1NC(=O)CSc1nnc(-c2ccccn2)o1 | 0% | 4%[0.0935 µM] | -1%
Cc1cccnc1CCNC(=O)CCc1nnc(CCc2ccccc2)o1 | 2% | 3% | 4%
COc1ccc(N2CCN(C(=O)C3CCC(Cn4c(=S)[nH]c5ccccc5c4=O)CC3)CC2)cc1 (stereo not given) | -14% | 9% | -17%
O=c1c2ccsc2ncn1Cc1cccc(C(F)(F)F)c1 | -10% | 2% | 8%
CSc1ncc(C(=O)Nc2cccc(Cl)c2C)c(-c2ccccc2)n1 | 8% | 4% | .
O=C(C1CCN(S(=O)(=O)c2ccc(-n3cnnn3)cc2)CC1)N1CCN(c2ccccc2)CC1 | -1% | 4% | -1%
COc1ccccc1CNC(=O)[C@H](Cc1c[nH]c2ccccc12)NC(=O)[C@@H]1Cc2ccccc2CN1 | -6% | . | -13%
COc1ccc(C2=Nn3c(nnc3-c3ccc(OC)c(OC)c3)SC2)cc1 | . | 3% | -2%
O=C(NNC(=O)c1ccc([N+](=O)[O-])cc1Cl)c1ccncc1 | 7% | 6% | -1%
OC(CN1CCN(Cc2ccc3c(c2)OCO3)CC1)c1c[nH]c2ccccc12 (stereo not given) | 1% | 1% | .
Cc1cc(OC(=O)c2c(F)cc(F)cc2F)nc(C)n1 | -14% | -1% | -3%
CCOC(=O)Cn1cnc2c(nnn2-c2ccccc2)c1=O | -4% | . | -11%
COc1cc(C(=O)OCC(=O)Nc2ccc(C)cc2)cc(OC)c1OC | -14% | . | 5%
O=C(COC(=O)c1cccnc1Cl)Nc1cc(S(=O)(=O)N2CCCCC2)ccc1Cl | -6% | 4% | 5%
